GLA spleen mod: inhibits or activates alpha-galactosidase in human spleen homogenate; P06280; human spleen homogenate, 4MU-alpha-Gal fluorescence, 40 min; Potency, µM (doses to about 80 µM), for inactives: top-dose activity change, negative = inhibition, usual class: inhibitors; 0.008% of 240,000 active; AID 2107;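 also: 0% = enzyme with vehicle and -100% = no enzyme basal signal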
Target sequence (P06280 32-429 limits assumed): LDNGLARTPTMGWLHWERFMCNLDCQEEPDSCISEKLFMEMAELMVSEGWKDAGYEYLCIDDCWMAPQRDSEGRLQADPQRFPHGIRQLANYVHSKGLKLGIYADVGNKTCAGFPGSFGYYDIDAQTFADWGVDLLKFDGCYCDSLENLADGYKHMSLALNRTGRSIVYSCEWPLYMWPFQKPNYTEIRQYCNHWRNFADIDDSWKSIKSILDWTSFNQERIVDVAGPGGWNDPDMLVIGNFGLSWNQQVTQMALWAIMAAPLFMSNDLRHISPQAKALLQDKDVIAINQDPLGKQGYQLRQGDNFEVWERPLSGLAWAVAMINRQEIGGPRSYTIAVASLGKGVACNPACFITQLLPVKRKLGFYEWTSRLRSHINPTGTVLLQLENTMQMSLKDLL
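Human spleen homogenate (1 ug) was the enzyme source, with 4-methylumbelliferyl-alpha-D-galactopyranoside (1 mM final) in pH 5.0 citrate buffer with 0.01% Tween-20. Compounds were titrated; after 40 min at 37C, NaOH/glycine stop, 4-MU fluorescence read; AC50 from Hill fits.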
Tau fibril FP: inhibitors of human tau fibril formation; P10636; K18 P301L tau heparin fibrillization, Alexa594 FP, 6 h; Potency, µM (top dose mostly 57.7 µM), for the others: at the top dose activity, negative = inhibition, actives largely listed as inhibitors; 0.39% of 280,000 active; AID 1468; also: nearly all actives have a fitted effect of over 55% in size
Target sequence (P10636 561-689 P618L limits assumed): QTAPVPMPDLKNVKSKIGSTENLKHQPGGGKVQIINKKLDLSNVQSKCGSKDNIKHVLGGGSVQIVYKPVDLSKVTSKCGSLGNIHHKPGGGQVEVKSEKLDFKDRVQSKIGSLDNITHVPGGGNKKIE
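K18 P301L tau (15 uM unlabeled/0.24 uM Alexa 594-labeled, final) + compound + heparin 20 uM final; 100 mM NaOAc pH 7; 6 hr 37 C; ThT 30 uM final added, 1 hr RT; FP ex 555/em 632 nm.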
TRb SRC2 PPI: TRbeta-SRC2 interaction inhibition; Potency, µM (highest dose often 106 µM), inactives show top-dose activity change, negative = inhibition, hits mostly inhibitors; 0.065% of 280,000 active; TRbeta-SRC2 peptide binding, fluorescence polarization; receptor liganded with 1 µM T3;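 also: plate controls were bound peptide for no effect and peptide without receptor for full effect; nearly all actives have a fitted effect of over 50% in size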
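Assay buffer: 20 mM Tris-HCl, 100 mM NaCl, 10% glycerol, 1 mM EDTA, 0.01% NP-40, 1 mM DTT, 1 uM T3, 5% DMSO; TRb LBD 0.6 uM, Texas Red SRC2 20 nM; FP after 5 hr.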
ALDH1A1 block: ALDH1A1 (human) enzyme inhibition; Purified ALDH1A1, NADH fluorescence, propionaldehyde substrate; Potency, µM (doses to about 75.3 µM), without a hit: at the highest dose activity, negative = inhibition, hits mostly inhibitors; 7.3% of 220,000 active; AID 1030; active = well fitted inhibition curve with a large enough effect, not every such curve was filed as active; inconclusive = small, poorly fitted or top-dose-only effect, or another doubt; inactive = no such curve, though single readings can be large or run the other way;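 also: plate controls were no enzyme wells and a reference inhibitor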
Target sequence (P00352 whole entry, looked up): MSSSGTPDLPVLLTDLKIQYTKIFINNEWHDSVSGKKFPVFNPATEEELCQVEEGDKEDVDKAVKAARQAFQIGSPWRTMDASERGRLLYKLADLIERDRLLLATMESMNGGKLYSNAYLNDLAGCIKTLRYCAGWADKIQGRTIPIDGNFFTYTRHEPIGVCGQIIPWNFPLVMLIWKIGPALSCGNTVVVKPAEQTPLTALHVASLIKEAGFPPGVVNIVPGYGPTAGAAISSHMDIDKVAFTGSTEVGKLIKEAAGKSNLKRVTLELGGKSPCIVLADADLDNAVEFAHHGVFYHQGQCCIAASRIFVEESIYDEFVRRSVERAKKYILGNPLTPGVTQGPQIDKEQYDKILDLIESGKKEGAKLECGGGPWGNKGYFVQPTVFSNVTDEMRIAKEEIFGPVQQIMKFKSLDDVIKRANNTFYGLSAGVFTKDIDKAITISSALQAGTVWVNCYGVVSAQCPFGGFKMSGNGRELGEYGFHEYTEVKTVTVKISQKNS
TR SRC2 fluor cs: Texas Red fluorescence interference in TRb-SRC2 counter-screen; AID 1479; Potency, µM (titrated, usually from 106 µM), inactives show at the top dose fluorescence change, negative = quenching; 0.29% of 280,000 active; TRb/SRC2 Texas Red total fluorescence interference; active = well fitted curve in either direction with a large enough effect; inconclusive = small, poorly fitted or top-dose-only effect
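Flags fluorescent or light-absorbing compounds by total fluorescence, S + 2P, at 555 nm excitation and 632 nm emission. Mixture: 20 nM Texas Red SRC2 peptide, 0.6 uM human TRb LBD, 1 uM T3, 5% DMSO; compound exposure 5 h at ambient temperature.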
Tau fluor cs: counter-screen for tau fibril formation inhibitors | Potency, µM (titrated, usually from 57.7 µM), without a hit: top-dose activity change, negative = decrease | 0.93% of 280,000 active | AID 1463 | tau K18 P301L Alexa594 fluorescence, heparin fibrillization; also: nearly all actives have a fitted effect of over 55% in size
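Human K18 P301L tau (15 uM unlabeled plus 0.24 uM Alexa 594-labeled, final) in 100 mM sodium acetate pH 7 was mixed with compound and 20 uM heparin and incubated 6 hr at 37 C.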
L3MBTL1 inh: blocks human L3MBTL1. AlphaScreen L3MBTL1–H3K9me1 peptide binding. Potency, µM (top dose mostly 57.1 µM), for inactives: at the top dose activity, negative = inhibition, hits mostly inhibitors. 0.66% of 230,000 active; also: nearly all actives have a fitted effect of over 60% in size
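L3MBTL1 (50 nM) pre-complexed 30 min with biotinylated H3(1-15)K9me1 peptide (75 nM), then compounds added for 30 min at room temperature; AlphaScreen streptavidin donor/nickel chelate acceptor beads (10 ug/mL final) read after 30 min dark incubation.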
Tau fibril ThT: tau fibrillization inhibition (ThT binding) | P10636 | recombinant tau K18 P301L, heparin-induced fibrillization, ThT fluorescence | Potency, µM (titrated, usually from 57.4 µM), inactives show at the highest dose activity, negative = inhibition, actives largely listed as inhibitors | 2.1% of 270,000 active; also: nearly all actives have a fitted effect of over 55% in size
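Fibril formation assay: tau K18 P301L at 15 uM with trace Alexa 594 label, heparin inducer 20 uM, pH 7 sodium acetate buffer, 37 C for 6 hr; endpoint ThT signal.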
* marks the source's active call; other numbers are inactive results; u = inconclusive; x = not tested or not shown; & = joins results of further samples; [ ] = remark or other dose. Unless noted, calls follow the shape of the dose curve; as a rule, active = well fitted curve in the direction sought with a large enough effect; inconclusive = small, poorly fitted or top-dose-only effect, or another doubt; inactive = no such curve, though single readings can be large; an effect the other way counts as inactive or inconclusive. Unless noted, % is scaled to controls: 0 for no effect and ±100 for the full control effect; potency is read from the fitted curve at half-maximal effect.

Each structure is followed by: GLA spleen mod	Tau fibril FP	TRb SRC2 PPI	ALDH1A1 block	TR SRC2 fluor cs	Tau fluor cs	L3MBTL1 inh	Tau fibril ThT
1) Cc1cc(C)c(S(=O)(=O)NCC2CCC(C(=O)N3CCC4(CC3)OCCO4)CC2)c(C)c1 (stereo unspecified)
 : -13%	-5%	-5%	-3%	-4%	-7%	x	-14%
2) CC1CCC(NCCc2ccc3c(c2)OCO3)CC1 (stereo unspecified)
 : 4%	-14%	3%	-13%	-3%	-1%	-1%	2%
3) COc1ccc(-c2nn(CCC#N)cc2C(=O)Nc2ccccc2Br)cc1[N+](=O)[O-]
 : -11%	-4%	-10%	x	-2%	-20%	x	x
4) CC1CCCN(CC(=O)c2ccc(Cl)c(Cl)c2)C1 (stereo unspecified)
 : 7%	1%	-3%	2µM*	-1%	3%	-1%	-15%
5) O=C(c1ccc(Cl)cc1)C1CCCN(Cc2ccc3nonc3c2)C1 (stereo unspecified)
 : 5%	1%	-10%	u	-3%	-20%	20%	-13%
6) CCCN1CCCC(c2cccc(O)c2)C1 (stereo unspecified)
 : -12%	3%	2%	-2%	-3%	-8%	x	-8%
7) COc1cc(N2CCOCC2)ccc1/C=C1\C(=O)NC(=O)N(Cc2ccc3c(c2)OCO3)C1=O
 : -9%	-13%	7%	u	4%	-17%	x	u
8) CN(C)CC1CCCCC1OC(=O)c1ccc(Cl)c(Cl)c1 (stereo unspecified)
 : -2%	0%	-1%	8%	1%	-8%	2%	-8%
9) C[C@]12CC[C@@H]3[C@@H](CCC4=CC(=O)CC[C@@H]43)[C@@H]1CC[C@@H]2OC(=O)CCc1ccccc1
 : 2%	3%	12%	2%	-2%	-4%	x	u
10) O=C(Nc1ccc(Cl)c(C(F)(F)F)c1)NC1CC2CCCC(C1)N2Cc1ccccc1 (stereo unspecified)
 : 3%	28µM*	-5%	2%	-1%	u	x	-12%
11) CNC(=O)OCC[N+](C)(C)C
 : 9%	2%	-3%	-4%	-1%	-9%	x	-3%
12) O=c1[nH]c(O)c(N=Nc2cccc(S(=O)(=O)N3CCOCC3)c2)c(=O)[nH]1
 : 2%	-4%	2%	5%	-4%	-9%	-6%	-6%
13) COc1ccc2c(c[n+](C)c3c4cc5c(cc4ccc23)OCO5)c1OC
 : 22%&-1%&11%&4%	u	13%&6%&-4%	u	-18%&-24%&-5%&-6%	16µM*[quencher]	x	13µM*
14) COc1ccc(C(=O)C2CCCN(Cc3ccon3)C2)c(OC)c1 (stereo unspecified)
 : 1%	-6%	-7%	u	-2%	8%	-4%	13%
15) OC(CNC1CCCCC1)C(F)(F)F (stereo unspecified)
 : -6%	-6%	4%	-2%	0%	4%	7%	4%
16) CCCCCCCCCCCCCCCCOC[C@@H](COP(=O)([O-])OCC[N+](C)(C)C)OC(C)=O
 : -4%&3%	1%&11%	6%&-5%	5%&2%	-1%&0%	-4%&-4%	x	-5%&-10%
17) O=C(CN1CCCCC1)c1ccccc1F
 : -13%	-13%	-10%	3%	-2%	-7%	-5%	-7%
18) CC1CCc2c(sc3nc(CSc4n[nH]c(N)n4)[nH]c(=O)c23)C1 (stereo unspecified)
 : -2%	-2%	-7%	u	0%	-16%	3%	-13%
19) C[C@@]12CC[C@H]3[C@@H](CC[C@]4(O)C[C@H](O)CC[C@@]34C=O)[C@]1(O)CC[C@@H]2C1=CC(=O)OC1
 : 4%[29.1 µM]	x	-10%[53 µM]	6%[20.9 µM]	-3%[53 µM]	x	x	x
20) Nc1ncnc2c1ncn2[C@@H]1O[C@H](COP(=O)(O)CP(=O)(O)OP(=O)(O)O)[C@H](O)[C@H]1O
 : -11%	1%	-1%	-6%	-3%	2%	x	0%
21) Clc1ccc(OCC#CCN2CCOCC2)cc1
 : 7%	-4%	5%	u	-2%	2%	-1%	-4%
22) Cc1ccccc1N1C(=O)NC(=O)/C(=C\c2cc(C)n(C)c2C)C1=O
 : 0%	-10%	-8%	-4%	4%	-8%	-5%	u
23) O=C1NC(=O)C(CCc2ccncc2)(c2ccccc2)C(=O)N1
 : -1%	-5%	-1%	-1%	0%	0%	x	0%
24) Cc1cc(OCC(=O)O)c2c3c(c(=O)oc2c1)CCCC3
 : -1%	-2%	1%	u	-3%	2%	1%	-3%
25) CCCC(=O)Cl
 : 5%	x	-1%	4%	1%	x	x	x
26) CN(C)CCN=Cc1c(O)n(-c2cccc(C(F)(F)F)c2)c(=O)[nH]c1=O
 : -11%	-6%	-22%	1%	1%	-12%	x	-4%
27) Cc1[nH]c2ccccc2c1CCCNC1CCCCC1
 : 13%	-3%	2%	2%	-3%	2%	-6%	0%
28) Cc1ccc(OCC(=O)Nc2ccc(Cl)cc2C(=O)c2ccccc2)c(Br)c1
 : x	-3%	-6%	x	2%	-9%	x	0%
29) C=C1C(O)(c2ccccc2)C2CC[N+]1(C)CC2 (stereo unspecified)
 : -5%	6%	-6%	8%	-1%	2%	-3%	-5%
30) C=CCn1c(O)c(C(C)=NCCc2ccccc2)c(=O)[nH]c1=O
 : 6%	-1%	-1%	-16%	-5%	2%	x	-3%

Whole records from above. Screens in order: GLA spleen mod | Tau fibril FP | TRb SRC2 PPI | ALDH1A1 block | TR SRC2 fluor cs | Tau fluor cs | L3MBTL1 inh | Tau fibril ThT
Entry for Cc1ccccc1N1C(=O)NC(=O)/C(=C\c2cc(C)n(C)c2C)C1=O → 0% | -10% | -8% | -4% | 4% | -8% | -5% | u
Entry for CC1CCCN(CC(=O)c2ccc(Cl)c(Cl)c2)C1 (stereo unspecified) → 7% | 1% | -3% | 2µM* | -1% | 3% | -1% | -15%
Entry for Cc1[nH]c2ccccc2c1CCCNC1CCCCC1 → 13% | -3% | 2% | 2% | -3% | 2% | -6% | 0%
Entry for C[C@@]12CC[C@H]3[C@@H](CC[C@]4(O)C[C@H](O)CC[C@@]34C=O)[C@]1(O)CC[C@@H]2C1=CC(=O)OC1 → 4%[29.1 µM] | x | -10%[53 µM] | 6%[20.9 µM] | -3%[53 µM] | x | x | x
Entry for CCCCCCCCCCCCCCCCOC[C@@H](COP(=O)([O-])OCC[N+](C)(C)C)OC(C)=O → -4%&3% | 1%&11% | 6%&-5% | 5%&2% | -1%&0% | -4%&-4% | x | -5%&-10%

Results in sequence from above:
Entries 1 to 7 in GLA spleen mod: -13%, 4%, -11%, 7%, 5%, -12%, -9%
Entries 1 to 7 in TRb SRC2 PPI: -5%, 3%, -10%, -3%, -10%, 2%, 7%

Next entries
Each structure is followed by: GLA spleen mod	Tau fibril FP	TRb SRC2 PPI	ALDH1A1 block	TR SRC2 fluor cs	Tau fluor cs	L3MBTL1 inh	Tau fibril ThT
31) CCOC(=O)C1=C(C)OC(N)=C(C#N)C12C(=O)Nc1ccc(C)cc12 (stereo unspecified)
 : 2%	-3%	-9%	5%	0%	1%	6%	0%
32) CCC(=NCc1ccc(F)cc1)c1c(O)n(C)c(=O)n(C)c1=O
 : 8%	2%	1%	1%	-3%	-1%	1%	-3%
33) Oc1ccc2ccccc2c1CN1CC=C(c2ccccc2)CC1
 : 5%	8%	0%	-1%	-8%	-11%	4%	-16%
34) C=CC(=O)NCNC(=O)C=C
 : 1%	x	2%[201 µM]	u	-2%[201 µM]	x	4%	x
35) COc1ccc(CCC(=O)N2CCC3(CC2)OCCO3)cc1
 : 9%	3%	3%	u	1%	3%	x	-1%
36) COc1ccc(CCNCc2ccccc2F)cc1OC
 : 14%	-3%	-10%	-3%	-2%	-2%	6%	5%
37) Cc1cccc(-n2c(O)c(C=Nc3ccc(S(N)(=O)=O)cc3)c(=O)[nH]c2=O)c1
 : -2%	-6%	-2%	-4%	-1%	-6%	4%	-12%
38) O=C(O)[C@H]1NC[C@H]2C[C@H]21
 : 1%	-5%	0%	3%	-3%	-3%	7%	-15%
39) Cc1ccc(CC(=O)N2CCN(Cc3ccccc3)CC2)cc1
 : 2%	3%	1%	-1%	1%	0%	-1%	-7%
40) CN(C)CCc1nc2ccccc2c(=O)n1-c1ccccc1
 : 4%	7%	9%	3%	-3%	8%	3%[11.4 µM]	4%
41) C=C(C)C1CCC(C)=CC1c1c(O)cc(O)cc1CCCCC (stereo unspecified)
 : -9%	8%	-4%	-13%	-2%	28µM*[quencher]	x	u
42) COc1ccccc1CN1CCCC(C(=O)c2ccccc2SC)C1 (stereo unspecified)
 : 14%	-8%	0%	6%	-2%	-8%	-24%	-8%
43) Cc1nc2ccccc2c(=O)n1-c1ccc(F)cc1
 : 3%	-2%	3%	2%	-5%	4%	0%	2%
44) C[C@@]12CC[C@H](O)C[C@@H]1CC[C@H]1[C@@H]2C[C@@H](O)[C@]2(C)[C@@H](C3=CC(=O)OC3)CC[C@]12O
 : 10%[29.1 µM]	x	2%[53 µM]	-3%[20.9 µM]	-6%[53 µM]	x	x	x
45) Cc1ccc(NCc2cccn2-c2nnc(N3CCC(C(=O)NCc4ccc(OC(C)C)cc4)CC3)s2)cc1
 : x	u	5%	x	-14%	u	x	u
46) C[N+]12CCC(CC1)C(C(O)(c1cccc(Cl)c1)c1cccc(Cl)c1)C2 (stereo unspecified)
 : -5%	-6%	0%	x	-1%	-2%	10%	-11%
47) CCN1CCN(S(=O)(=O)c2cnc(Cl)c(Br)c2)CC1
 : 0%	11%	-1%	1.3µM*	0%	1%	15%	-4%
48) CCSc1cc(C2C(C#N)=C(N)Oc3n[nH]c(C)c32)c(C)o1 (stereo unspecified)
 : 7%	0%	18%	u	1%	-8%	-7%	u
49) COc1ccc2c(c1)c(C(=O)CN1CCN(C)CC1)c(C)n2Cc1ccccc1
 : 7%	2%	-18%	u	2%	-6%	-7%	-10%
50) Cc1cc(C)nc(-n2c(C)nc3cc(Cl)ccc3c2=O)c1
 : 0%	2%	-2%	4%	-2%	-2%	x	-13%
51) COc1ccccc1N=C1SCCCN1C
 : 5%	-8%	-12%	10%	-1%	-6%	0%	-5%
52) Oc1cc(Cl)c(Cl)c(Cl)c1Cl
 : -2%	x	6%	1%	-1%	x	x	x

Compound activity (PubChem BioAssay)

Some of the compounds tested; rates above refer to the full screens.
